# ABCB1 block: ABCB1 efflux pump inhibitors, primary screen, cell-based, multiplex, flow cytometry, ABCG2 counter-screen; ATP-dependent translocase ABCB1 (Homo sapiens), P08183; CCRF-Adr cells, JC-1 efflux; AID 1326, 2008; actives 0.067% (n = 190,000); inhibition, % at 6.6 µM; in the data active = inhibition above about 40%;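 note: 0% = vehicle and 100% = reference inhibitor; higher value means more JC-1 retained so stronger ABCB1 efflux block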
# RGS7-Gao: RGS7-Galphao binding modulators, primary screen, biochemical, multiplexed bead flow cytometry; Guanine nucleotide-binding protein G(o) subunit alpha (Homo sapiens), P09471; actives lie on both sides; binding response (% of control), % at 10 µM; actives 0.35% (n = 220,000); in the data active = binding response below about 49% or above about 150%; inconclusive = no clear call, values can overlap the other calls; inactive = in between;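 note: fluorescent Galphao held in activated GDP-AlF4 state binding bead-coupled RGS7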
# Bcl-2 Bim block: inhibitors of Bim-Bcl-2 binding, primary screen, biochemical, multiplexed, human Bcl-2 family | Apoptosis regulator Bcl-2 (Homo sapiens), P10415 | Bead-based flow cytometry, Bim peptide-Bcl-2 binding | inhibition, % at 10 µM | actives 0.06% (n = 190,000); in the data active = inhibition above about 40%; inconclusive = no clear call, values can overlap the other calls;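 note: 0% = no compound wells with probe peptide and 100% = reference peptide inhibitor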
# Target sequence (P10415 whole entry, looked up): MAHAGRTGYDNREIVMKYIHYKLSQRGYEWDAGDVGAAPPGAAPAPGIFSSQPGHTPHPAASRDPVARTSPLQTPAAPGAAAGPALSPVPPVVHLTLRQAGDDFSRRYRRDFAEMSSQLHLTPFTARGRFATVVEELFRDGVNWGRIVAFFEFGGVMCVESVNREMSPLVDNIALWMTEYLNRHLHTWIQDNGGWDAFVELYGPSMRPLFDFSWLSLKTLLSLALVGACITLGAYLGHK
# Bcl-W Bim block: inhibitors of Bim binding to Bcl-W, primary screen, biochemical, multiplexed, bead-based flow cytometry; Bcl-2-like protein 2 (Homo sapiens), Q92843; Bim peptide-Bcl-W binding; inhibition, % at 10 µM; actives 0.02% (n = 190,000); AID 952, 2007;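 note: 0% = bound tracer without compound and 100% = peptide blocker; higher means less fluorescent Bim peptide bound to Bcl-W beads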
# Target sequence (Q92843 whole entry, looked up): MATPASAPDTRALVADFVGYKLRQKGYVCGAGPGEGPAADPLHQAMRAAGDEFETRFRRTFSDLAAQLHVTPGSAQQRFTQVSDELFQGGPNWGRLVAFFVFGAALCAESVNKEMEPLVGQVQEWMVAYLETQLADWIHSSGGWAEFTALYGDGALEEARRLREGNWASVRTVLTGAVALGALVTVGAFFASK
# Bim-Bcl-XL: inhibitors of Bim-Bcl-XL binding, primary screen, biochemical, multiplexed, bead flow cytometry, human Bcl-XL; Bcl-2-like protein 1 (Homo sapiens), Q07817; Bim peptide-Bcl-XL binding, fluorescence; inhibition, % at 10 µM; actives 0.04% (n = 190,000)
# Target sequence (Q07817 whole entry, looked up): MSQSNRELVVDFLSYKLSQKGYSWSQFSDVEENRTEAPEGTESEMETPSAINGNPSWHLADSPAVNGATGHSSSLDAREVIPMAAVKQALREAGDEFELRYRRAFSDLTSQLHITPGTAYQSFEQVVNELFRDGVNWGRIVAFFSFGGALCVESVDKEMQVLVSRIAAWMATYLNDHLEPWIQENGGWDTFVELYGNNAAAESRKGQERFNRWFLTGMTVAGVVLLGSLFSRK
# RGS4-Gao reg: modulators of RGS4 binding to Galphao, primary screen, biochemical, multiplexed bead flow cytometry | Guanine nucleotide-binding protein G(o) subunit alpha (Homo sapiens), P09471 | actives lie on both sides | binding response (% of control), % at 10 µM | actives 0.33% (n = 220,000); in the data active = binding response below about 49% or above about 150%; inactive = in between;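 note: fluorescent Galphao activated with aluminum fluoride binding bead-coupled RGS4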
# GSH fluor: compound fluorescence on glutathione beads, profiling panel, artefact control, biophysical, 488/530 nm, flow cytometry; actives 0.25% (n = 190,000); AID 1776, 2009; GSH beads flow cytometry, compound fluorescence 488/530 nm; stronger effect = higher value; fluorescence (KMESF) at 10 µM; in the data active = fluorescence above about 89;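 note: glutathione beads carrying GST-tagged Bcl family fusion proteins plus one bare bead set; values are compound well signal with DMSO vehicle wells as background; inactives centre near 16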
# Avidin bead fluor: green autofluorescence of compounds with avidin beads – biophysical, 488/530 nm, flow cytometry, artefact control, profiling panel. compound fluorescence 488/530 nm; stronger effect = higher value. fluorescence (KMESF) at 10 µM. actives 0.38% (n = 220,000); in the data active = fluorescence above about 47; note: inactives centre near 10
# Bcl-B Bim block: inhibitors of Bim-Bcl-B binding, primary screen, biochemical, multiplexed, human Bcl-2 family; actives 0.073% (n = 190,000); bead-based flow cytometry, Bim peptide-Bcl-B binding; Bcl-2-like protein 10 (Homo sapiens), Q9HD36; inhibition, % at 10 µM;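 note: 0% = tracer peptide without compound and 100% = reference inhibitor peptide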
# Target sequence (Q9HD36 whole entry, looked up): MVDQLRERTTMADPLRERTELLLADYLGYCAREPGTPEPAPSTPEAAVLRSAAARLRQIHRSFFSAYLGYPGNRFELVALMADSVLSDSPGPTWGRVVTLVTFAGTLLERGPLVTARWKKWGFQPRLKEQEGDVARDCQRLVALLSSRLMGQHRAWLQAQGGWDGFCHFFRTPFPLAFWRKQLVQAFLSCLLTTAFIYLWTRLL
# Bim-Bfl-1: inhibitors of Bim binding to Bfl-1, primary screen, biochemical, multiplexed, bead-based flow cytometry | Bcl-2-related protein A1 (Homo sapiens), Q16548 | AID 1008, 2008 | actives 0.12% (n = 190,000) | inhibition, % at 10 µM | Bim-Bfl-1 binding inhibition;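 note: 0% = wells without compound plus tracer and 100% = blocker peptide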
# ABCG2 block: ABCG2 efflux pump inhibitors, primary screen, multiplex with ABCB1, IgMXP3 cells, flow cytometry; actives 0.1% (n = 190,000); inhibition, % at 6.6 µM; JC-1 efflux; Broad substrate specificity ATP-binding cassette transporter ABCG2 (Homo sapiens), Q9UNQ0;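 active = inhibition above 80%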;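 note: 0% = DMSO and 100% = nicardipine control wells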
#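 Test system: IgMXP3 cells (ABCG2) mixed with DDAO far-red-labelled CCRF-Adr cells (ABCB1). Reagent: JC-1 transporter substrate. Compound dosing: single test compound dose, 6.6 µM final. Times: 10 min compound exposure, 25 °C. Detection: flow cytometry of retained JC-1 fluorescence. Read-out basis: efflux inhibition in percent versus controls. Controls: nicardipine and DMSO wells.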
# Starred values were filed as active, the others as inactive; u = inconclusive; x = no result given. Cut-off read from the data, not from the text of the source, unless noted: active = inhibition above about 40%.
entry	molecule	ABCB1 block	RGS7-Gao	Bcl-2 Bim block	Bcl-W Bim block	Bim-Bcl-XL	RGS4-Gao reg	GSH fluor	Avidin bead fluor	Bcl-B Bim block	Bim-Bfl-1	ABCG2 block
1	O=c1c(C=NCCCO)c(-c2ccccc2)[nH]n1-c1nc2ccccc2s1	-0.2	101	-3	-1	-1	101	9	11	-6	-4	1
2	CC(C)NC(=O)CSc1nc(-c2cccs2)cc(-c2ccccc2)c1C#N	-0.3	99	4	-3	-6	99	18	6	-8	-1	0
3	O=C(NC1CC1)c1sccc1-n1cccc1	x	105	-2	3	-2	105	16	6	-9	-9	x
4	FC(F)(F)c1ccc(Sc2nnc(-c3cccs3)n2CC2CCCO2)nc1 (stereo not given)	1.5	106	-10	0	-7	103	28	23	-6	-11	7
5	COc1ccccc1NC(=O)c1cc(S(=O)(=O)NCc2ccccc2)ccc1F	0.1	106	0	-3	-3	107	15	12	-5	-4	1
6	O=C(Nc1nnc(SCc2ccccc2)s1)c1cccc([N+](=O)[O-])c1	0.0	104	-6	-5	-11	106	11	13	-7	-5	15
7	CCCC1CCC(C(=O)Nn2cnc3ccccc3c2=O)CC1 (stereo not given)	0.2	97	6	0	0	95	7	5	4	3	1
8	COc1ccc(NC(=O)C2(c3ccc(NC(=O)c4ccc(C)cc4)cc3)CCCC2)cc1	0.3	106	-6	-6	-1	98	9	29	-10	-13	4
9	C/C(=N\NC(=O)c1c(Cl)c(C)nn1C)c1ccc(NC(=O)c2ccncc2)cc1	0.1	106	-5	0	0	99	12	8	0	-15	-1
10	CCOC(=O)c1cc(C)n(CCc2ccccc2)c1C	0.8	96	-1	0	-1	97	13	14	1	-1	6
11	COc1cc(CCNC(=O)c2cnn3ccccc23)cc(OC)c1OC	-2.0	98	-2	0	0	102	20	7	-4	-9	1
12	COC(=O)C(C)(C)ONC(=O)Nc1ccc(Br)cc1	0.9	95	-1	-1	-2	98	20	5	-4	-1	8
13	Cc1ccc(NC(=O)N2CCC(=O)N2)cc1	0.9	98	0	1	0	105	14	25	-5	-7	6
14	O=C(O)/C=C/C(=O)Nc1ccccc1-c1ccccc1	0.3	x	-5	2	-2	100	16	x	-7	-11	1
15	Cc1nn(-c2ccccc2)c(CC(C)(C)C(=O)O)c1C(=O)O	-0.5	102	-11	0	-4	99	34	10	-9	-18	-7
16	COc1ccc([C@@H]2[C@@H](C(=O)C(C)(C)C)N3N=Cc4ccccc4[C@@H]3C23C(=O)OC(C)(C)OC3=O)cc1OC	-0.9	105	15	13	18	107	9	6	13	12	-4
17	COC(=O)c1ccc(NS(=O)(=O)c2ccc(OC)cc2)cc1	0.2	97	1	0	0	94	31	7	1	-1	1
18	Cc1ccc2oc(-c3cccc(NC(=O)Cc4cccs4)c3)nc2c1	-0.1	101	-4	3	-2	100	12	7	-5	-7	1
19	COc1ccc(CN(C2CCCC2)S(=O)(=O)c2ccc(-n3cnnn3)cc2)cc1OC	0.7	94	-4	1	-4	95	25	4	-6	-9	3
20	COc1cc(NS(=O)(=O)c2ccc(Nc3nc(-c4ccccn4)cs3)cc2)nc(OC)n1	0.2	97	-2	0	-3	100	8	9	-3	-8	1
21	CC(C)[C@@H]1NC(=O)c2cc([N+](=O)[O-])cc(I)c2NCCC[C@@H](C(=O)NC(CC(=O)O)C(N)=O)NC(=O)[C@H](CO)NC1=O (stereo not given in full)	0.4	100	-2	-1	0	102	18	10	-6	-2	0
22	COC(=O)c1ccc(NC(=O)C(=O)N2CCCC2)cc1	0.2	98	4	5	4	99	4	4	2	2	0
23	CCOC(=S)SCc1cn2ccc(C)cc2n1	x	101	-2	-2	-4	102	12	7	-6	2	3
24	C=CCNC(=O)C(=O)NCCCN1CCOCC1	1.1	61	-7	-4	-4	86	21	3	-6	-11	3

# Next part, starting with the last two of the part before.
entry	molecule	ABCB1 block	RGS7-Gao	Bcl-2 Bim block	Bcl-W Bim block	Bim-Bcl-XL	RGS4-Gao reg	GSH fluor	Avidin bead fluor	Bcl-B Bim block	Bim-Bfl-1	ABCG2 block
23	CCOC(=S)SCc1cn2ccc(C)cc2n1	x	101	-2	-2	-4	102	12	7	-6	2	3
24	C=CCNC(=O)C(=O)NCCCN1CCOCC1	1.1	61	-7	-4	-4	86	21	3	-6	-11	3
25	Cc1ccc(Nc2nc(N)nc(CN3CCCCCC3)n2)cc1	0.5	106	-9	-1	-3	103	37	20	-5	-10	4
26	CCN(CC)c1ccc(C2N(C(=O)N3CCOCC3)CCN2S(=O)(=O)c2ccc(C)cc2)cc1 (stereo not given)	2.2	101	-2	-2	-2	99	12	17	-1	0	4
27	Cc1ccc(-c2csc(/C(C#N)=C/Nc3ccccc3SC(F)(F)F)n2)cc1	-0.7	104	-1	1	-2	107	11	6	0	6	-5
28	Cc1cc2c(cc1S(=O)(=O)N(C)c1ccccc1)NC(=O)CO2	0.0	97	-4	-2	-3	95	61	24	-5	-8	1
29	O=C(CCc1ccccc1)NC(=S)Nc1ccc(S(=O)(=O)N2CCOCC2)cc1	0.5	100	2	-3	-6	98	15	3	-6	1	10
30	COc1cc2c(cc1NC(=O)C(C)NCc1ccccc1)oc1ccccc12 (stereo not given)	2.2	106	-2	-4	-4	100	10	24	-5	-4	65
31	O=C1CSC(=S)N1/N=C/c1ccc(O)c([N+](=O)[O-])c1	-1.2	101	1	0	0	102	20	6	0	0	1
32	O=C(Nc1nc2ccccc2n1CCOc1ccc(Cl)cc1)c1ccco1	2.4	100	-8	0	-7	105	25	6	-8	-9	11
33	O=C1Nc2ccccc2N=C(c2ccccc2)C1N1CCOCC1 (stereo not given)	0.4	98	-6	-5	-3	101	71	5	-4	-7	2
34	Cc1noc(NS(=O)(=O)c2ccc(NC(=O)CSc3nc4c(cc3C#N)CCC4)cc2)c1C	-2.3	101	-7	0	-6	107	17	9	-9	-7	-2
35	CN1C(=O)CC(P(=O)(c2ccccc2)c2ccccc2)N(C)C1=O (stereo not given)	0.2	94	0	0	0	103	17	12	0	0	1
36	Cc1oc(C)c(C(=O)Nc2ccc(CC(=O)O)cc2)c1C(=O)Nc1ccc(CC(=O)O)cc1	0.2	98	0	3	1	99	27	10	1	-2	0
37	Cc1ccc(C)c(S(=O)(=O)N=Nc2c(O)[nH]c3ccccc23)c1	1.4	u	-2	-1	0	101	23	17	-7	-3	4
38	Clc1ccc(-c2nnc(NC3=NCCCCC3)o2)cc1	0.5	104	-8	1	-1	102	31	14	-8	-10	5
39	COc1cccc(Oc2ccc(C(F)(F)F)cc2N)c1	0.7	97	-9	-2	-9	101	15	20	-12	-13	3
40	Cc1c(C#N)sc(C(N)=O)c1C	0.9	102	-4	-1	-3	101	18	10	-6	-4	5
41	CCC(C(=O)OC)n1cnc2c(nnn2-c2ccc(OC)cc2)c1=O (stereo not given)	0.6	103	0	1	1	102	11	23	3	0	2
42	COc1nc(Nc2ccc(C(C)C)cc2)nc(OC)n1	0.2	97	1	1	-2	102	29	4	-1	1	12
43	O=C(NCc1ccccc1)c1ccccc1OCC(=O)N1CCCCC1	2.2	104	0	2	-1	104	16	14	1	1	36
44	N#Cc1ccc(Oc2ccc(NC(=O)C3CC=CCC3C(=O)O)cc2)cc1 (stereo not given)	1.4	100	-3	-1	-1	101	10	11	-3	-4	2
45	O=C(COc1ccc(Br)cc1)N1CCC(c2ccccc2)C1 (stereo not given)	0.3	102	-3	-1	0	100	30	10	1	0	3
46	Cc1ccc(-n2[nH]c(C)c(/C=N/n3c(C)nc4ccccc4c3=O)c2=O)cc1	-0.5	99	-3	-3	-5	102	18	32	-4	-14	7
47	Cc1ccc(NC(=O)CS(=O)CC(=O)NCCCc2ccccc2)cc1Cl (stereo not given)	0.1	69	0	2	-1	95	10	14	-2	-5	1
48	CC/C(C)=N/Nc1ccc(S(=O)(=O)N2CCCC2)cc1[N+](=O)[O-]	1.8	100	0	-2	-2	100	6	3	0	1	16
49	Cc1oc(-c2cc3c(cc2Cl)OCO3)nc1CN1CCCC1c1ccc(F)cc1 (stereo not given)	0.1	97	-7	-1	-1	99	9	9	-5	-8	0
50	N#CC1=C(N)Oc2ccccc2C12C(=O)Nc1n[nH]c(-c3ccccc3)c12 (stereo not given)	-0.7	98	-9	-1	-6	102	23	15	-11	-18	9
51	O=Cc1ccc(OC2OCCOC2Oc2ccc(C=O)cc2)cc1 (stereo not given)	-0.4	103	-4	-1	-5	104	4	14	-4	-1	-2
52	COC(=O)CSc1nc(C)c2c(n1)CCCC2	0.1	105	-4	-6	-7	106	13	12	-21	-3	-2
53	CC(=O)N1CCC(=NNc2nc3ccccc3s2)CC1	-2.5	98	-1	-1	-4	100	16	12	-1	-6	-2
54	Cc1ccc(C)n1-c1ccc(C#N)cn1	0.0	98	0	-1	-1	100	14	8	0	3	1
55	CCCn1nnc2c(=O)oc3ccccc3c21	0.9	101	-2	-3	-7	103	9	6	-1	-4	14
56	CC1CCN(c2c(NCc3ccc(C(=O)N4CCN(C5CCCCC5)CC4)cc3)c(=O)c2=O)CC1	0.2	99	0	0	0	99	16	5	-2	1	0
57	[O-]/C(=C(\C(=S)Nc1cccc2ccccc12)[n+]1cccc(CO)c1)c1ccc(Cl)s1	-1.1	103	0	0	0	105	11	10	-1	0	-2
58	CN(CCc1ccccn1)C(=O)CCNC(=O)Cn1cnc2ccccc2c1=O	-0.1	102	-5	3	4	100	46	4	-6	-11	0
59	COc1ccc(N2CC(C(=O)Nc3ccc4c(c3)OCO4)CC2=O)cc1 (stereo not given)	-6.2	92	1	0	0	91	28	15	3	-4	-3
60	O=C(COc1ccc2ccccc2c1Br)N1CCN(c2ccccn2)CC1	0.6	99	0	1	0	105	18	26	1	-1	0
61	O=C(Cn1nnc2ccccc2c1=O)N[C@@H](Cc1c[nH]c2ccccc12)C(=O)O	0.1	100	-8	-2	-2	101	14	14	-5	-14	2
62	CC1CCCN(c2ccc(C(=O)NCc3ccco3)cc2[N+](=O)[O-])C1 (stereo not given)	4.0	106	3	0	-4	105	6	12	-2	2	69

# Assay outcomes deposited in PubChem by NMMLSC.
